ZTA DNA inh: counter-screen for EBNA-1 inhibitors: inhibitors of Epstein-Barr virus ZTA | P03206 | actives 0.15% (n = 320,000) | ZTA-DNA binding, fluorescence polarization | inhibition, % at 11 µM; in the data active = inhibition above about 33%
Target sequence (P03206 whole entry, looked up): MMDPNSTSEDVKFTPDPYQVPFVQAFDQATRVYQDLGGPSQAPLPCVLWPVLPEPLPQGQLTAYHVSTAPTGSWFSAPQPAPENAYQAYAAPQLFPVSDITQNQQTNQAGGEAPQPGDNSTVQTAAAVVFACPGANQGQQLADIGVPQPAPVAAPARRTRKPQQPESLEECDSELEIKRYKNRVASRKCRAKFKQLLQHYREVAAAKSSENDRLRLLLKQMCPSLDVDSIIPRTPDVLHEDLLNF
EBNA-1 inh: blocks EBNA-1 binding to DNA; inhibition, % at 14.8 µM; AID 1950; EBNA-1 DNA binding, fluorescence polarization; actives 0.34% (n = 300,000); in the data active = inhibition above about 28%
TPT1 inh: inhibitors of Candida albicans tRNA 2'-phosphotransferase TPT1 | recombinant caTPT1, FP RNA substrate dephosphorylation | inhibition, % at 5 µM | actives 0.81% (n = 300,000);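 active = inhibition above the mean of all tested compounds plus 3 SD, set per screening campaign, cut at about 24% in these data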;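 note: plate controls were DMSO alone for no effect and ferristatin control at 100 nM for full effect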
core dimer inh: blocks dimerization of HCV core protein | TR-FRET GST/Flag-core106 dimerization, 1536-well | inhibition, % at 5 µM | actives 0.33% (n = 300,000) | AID 1899;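 active = inhibition above the mean of all tested compounds plus 3 SD, set per screening campaign, cut at about 45% in these data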
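Material: GST/Flag-tagged HCV core106 proteins. Incubation: 4 h, 22.5 °C incubation. Read-out basis: inhibition (%) from 671 over 617 nm ratio. Measured by: TR-FRET, excitation 340 nm, emission 617 and 671 nm.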
Efflux pump mplx: antifungal efflux pump inhibition, Nile Red retention. S. cerevisiae Candida pump triplex. inhibition, % at 10 µM. AID 485275. actives 0.44% (n = 330,000);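 active = plate passing quality check with inhibition over a set limit, or well fluorescence over plate mean plus 4 SD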;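 note: Nile Red retained in pooled yeast measured as flow cytometry median fluorescence; 0% = buffer negative control and 100% = Enniatin B positive control; higher means more Nile Red kept so more efflux inhibition; some compounds called inactive have numbers as strong as hits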
PP1 counter: counter-screen for PP5 inhibitors: inhibitors of human PP1-alpha. actives 0.9% (n = 320,000). P62136. purified PP1alpha, OMFP fluorescence. inhibition, % at 6.7 µM;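 active = inhibition above the mean inhibition of all tested compounds plus 3 SD, computed separately for each screening campaign, cut at about 15% in these data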
Target sequence (P62136 whole entry, looked up): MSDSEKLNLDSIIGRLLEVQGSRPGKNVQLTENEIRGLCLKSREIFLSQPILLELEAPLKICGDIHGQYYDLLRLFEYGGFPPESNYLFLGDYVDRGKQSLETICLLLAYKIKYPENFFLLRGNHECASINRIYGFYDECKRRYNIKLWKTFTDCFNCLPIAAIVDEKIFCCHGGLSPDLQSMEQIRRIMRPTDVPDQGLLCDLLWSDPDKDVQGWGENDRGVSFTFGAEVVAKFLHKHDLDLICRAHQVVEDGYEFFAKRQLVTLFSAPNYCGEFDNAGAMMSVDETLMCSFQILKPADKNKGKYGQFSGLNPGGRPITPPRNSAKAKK
PP5 primary: PP5 (human) phosphatase inhibition. P53041. purified PP5c, OMFP substrate fluorescence. inhibition, % at 6.7 µM. actives 0.18% (n = 320,000). AID 1987;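 active = inhibition above the campaign's mean inhibition across all tested compounds plus 3 SD, cut at about 9.5% in these data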;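 note: 0% = DMSO only and 100% = 100 µM cantharidin control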
Target sequence (P53041 whole entry, looked up): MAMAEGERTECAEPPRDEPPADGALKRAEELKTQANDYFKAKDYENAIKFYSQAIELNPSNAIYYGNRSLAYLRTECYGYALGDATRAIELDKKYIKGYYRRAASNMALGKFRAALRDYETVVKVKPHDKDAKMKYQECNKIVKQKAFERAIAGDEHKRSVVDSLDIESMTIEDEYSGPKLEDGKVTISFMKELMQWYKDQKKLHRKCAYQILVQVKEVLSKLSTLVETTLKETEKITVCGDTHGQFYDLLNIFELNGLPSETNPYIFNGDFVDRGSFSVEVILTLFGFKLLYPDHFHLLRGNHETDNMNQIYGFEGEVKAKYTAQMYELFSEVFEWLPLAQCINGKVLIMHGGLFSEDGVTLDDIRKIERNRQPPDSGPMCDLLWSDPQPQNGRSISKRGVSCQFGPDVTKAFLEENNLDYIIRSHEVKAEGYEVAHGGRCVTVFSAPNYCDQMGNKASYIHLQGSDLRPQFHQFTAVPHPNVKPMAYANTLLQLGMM
PREPL inhibitor: inhibitors of human prolyl oligopeptidase-like enzyme PREPL; recombinant PREPL, fluorescence polarization activity-based probe; inhibition, % at 5.96 µM; actives 0.68% (n = 320,000); in the data active = inhibition above about 43%;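 note: 0% = enzyme with DMSO and 100% = wells lacking enzyme; many of its hits are not listed in these tables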
Fh CTSL1 inh: counter-screen for PFM18AAP inhibitors: inhibitors of F. hepatica cathepsin L1; recombinant F. hepatica cathepsin L1, Z-Leu-Arg-MCA fluorescence; inhibition, % at 5.96 µM; actives 0.49% (n = 300,000); AID 1906;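 active = inhibition above the mean of all tested compounds plus 3 SD, set per screening campaign, cut at about 17% in these data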;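 note: 0% = plate median of test compound wells and 100% = 1 µM Z-Phe-Ala-diazomethylketone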
Starred values were filed as active, the others as inactive; nt = no result given.

Value order: ZTA DNA inh	EBNA-1 inh	TPT1 inh	core dimer inh	Efflux pump mplx	PP1 counter	PP5 primary	PREPL inhibitor	Fh CTSL1 inh
CC1CCN(S(=O)(=O)c2cccc(-c3nnc(-c4cccnc4)o3)c2)CC1
 : 10.4	1.0	0.0	0.8	0.1	-1.1	0.7	-1.5	-4.3
COc1cccc(CN2CCN(c3nc4nonc4nc3NC3CC3)CC2)c1
 : 0.1	2.0	-8.4	-9.8	-0.5	0.5	2.0	-4.0	-1.3
Cc1cc(C)cc(NCC(=O)Nc2c(C)cccc2C)c1
 : -14.1	2.4	-6.7	2.7	-0.1	1.4	1.6	-3.6	-2.5
O=C1/C(=C/c2ccc(N3CCOCC3)o2)SC(=Nc2ccccc2)N1CCc1c[nH]c2ccccc12
 : 8.5	-0.2	148.2*	33.1	0.2	34.4*	4.6	8.7	17.5*
CCC(O)(CC)C(=O)N=Nc1c(O)[nH]c2ccccc12
 : -7.3	-2.4	0.1	-2.6	0.0	3.5	0.5	-6.1	4.6
COc1cccc(OCc2cc(C(=O)NCCN3CCCCC3CO)no2)c1 (centres undefined)
 : 9.3	3.9	6.5	4.2	0.2	-3.4	1.7	7.9	0.0
CC1=C(C(=O)N2CCOCC2)C(c2ccc(O)cc2)NC(=S)N1 (centres undefined)
 : 0.5	9.0	-1.9	-4.4	-0.8	1.5	0.0	-1.5	-1.9
CC(C)Nc1nc(Cl)nc(NC2CCCCC2)n1
 : -20.6	3.4	7.1	4.3	0.2	0.4	4.6	6.6	-0.8
COc1cccc(NC(=O)NCc2cccn2C)c1
 : -0.9	-6.5	-0.7	-0.6	0.0	-0.9	-8.6	5.3	6.3
COc1ccc(CCNCC(=O)Nc2ccc(C)c(S(=O)(=O)N(C)C)c2)cc1
 : -4.2	6.7	-0.1	1.8	-0.2	1.8	0.8	22.4	7.0
Cc1cc(NC(=O)c2c(Cl)cnn2C)no1
 : -9.2	-15.0	2.8	-6.3	1.2	-3.2	2.3	4.2	2.3
CCN(c1cccc(C(F)(F)F)c1)S(=O)(=O)c1ccc2c(c1)CCN2C(C)=O
 : 8.1	0.1	3.8	1.0	-0.1	-0.1	0.6	-0.5	0.0
NS(=O)(=O)c1ccc(CCNC(=O)CNC(=O)c2ccc(Oc3ccccc3)cc2)cc1
 : 1.7	10.8	0.4	11.1	-0.2	-3.8	1.5	1.6	4.3
CN1CCN(CCC(=O)Nc2cccc(F)c2)CC1
 : -0.8	9.0	0.7	0.9	0.1	0.3	0.9	6.0	0.6
Cc1ccc(C)c(Nc2cc(C)nc3ccccc23)c1
 : -13.6	-3.0	-3.5	-14.4	-0.1	2.1	1.3	44.4*	-2.8
C=CCn1c(SC)nnc1-c1cccc([N+](=O)[O-])c1
 : 1.9	2.1	-3.0	-12.1	-0.1	3.5	-6.8	13.7	1.3
CCOC(=O)N1CCN(C(=O)c2ccc(S(=O)(=O)NCc3ccco3)cc2)CC1
 : -4.0	-8.9	1.9	2.5	0.1	-1.1	-0.3	6.3	-0.1
COc1cc(CC(=O)Oc2ccc3c(c2)OCO3)cc(OC)c1OC
 : -4.7	-16.6	1.0	-6.8	0.4	-5.8	1.6	15.3	1.3
O=S(N1CCCCCC1)C12CC3CC(CC(C3)C1)C2 (centres undefined)
 : 2.0	-7.0	-1.9	2.8	0.2	-0.9	0.8	-0.9	-11.3
CCC(C)NC(=O)CSc1ncnc2sccc12 (centres undefined)
 : 5.0	9.7	-0.4	8.9	0.0	1.1	0.7	0.6	-1.5
COc1ccc(NC(=O)COc2cccc(-n3cnnn3)c2)cc1Cl
 : -16.6	13.6	-2.2	-7.5	-0.1	4.7	-0.1	12.6	3.0
CCOC(=O)C1(CC2CCCCO2)CCN(Cc2ccccc2-c2ccco2)CC1 (centres undefined)
 : -7.9	2.0	2.2	-0.7	-0.3	0.0	-1.6	14.7	2.4
O=S(=O)(Nc1ccc(Br)cc1)c1cccc2cccnc12
 : -7.7	0.6	-4.3	0.0	0.1	0.7	1.9	-23.6	-2.7
CC(Oc1ccccc1Cl)C(=O)/C=C/N(C)C (centres undefined)
 : -0.8	-5.2	0.6	1.3	0.0	-0.6	-0.7	5.9	-4.3
CCCn1c(SCC(=O)Nc2cc(S(=O)(=O)N3CCOCC3)ccc2Cl)n[nH]c1=O
 : 2.4	-7.1	3.1	-4.3	0.2	-2.1	-2.7	11.9	-1.9
Cc1nn(Cc2ccc(Cl)cc2Cl)c(C)c1NC(=O)Cn1nc([N+](=O)[O-])c(Cl)c1C
 : 9.8	-0.6	-2.7	1.5	0.1	-5.8	-0.2	-1.4	-0.2
CCCCC(O)(C(NC=O)C(=O)OC)C(F)(F)F (centres undefined)
 : 2.3	1.7	-5.0	-3.1	-0.1	-1.5	-0.4	13.4	0.8
O=C(CCN1C(=O)S/C(=C/c2ccccc2)C1=O)Nc1ccc(O)c(C(=O)O)c1
 : -1.1	-6.6	1.3	8.8	0.0	-2.8	-2.5	7.0	1.0
CCOC(=O)N1CCN(CCC(=O)Nc2cc(OC)ccc2OC)CC1
 : 6.2	0.2	-1.6	8.2	0.1	-1.5	3.0	6.1	-1.6
COc1ccc(NC(=O)c2cccnc2N2CCCC2)cc1
 : 5.0	7.4	-1.7	-3.7	0.0	-1.6	-0.9	2.7	5.0
O=C(Cc1cccs1)N/N=C/C=C/c1ccccc1[N+](=O)[O-]
 : -7.2	-6.2	-1.4	-21.3	0.1	-0.1	3.9	10.7	4.0
Fc1ccccc1OCCCCN1CCCCC1
 : -10.9	1.0	1.2	0.8	0.0	0.0	13.1*	-4.0	-6.2
CCC(C)(C)n1nnnc1C(c1ccc(C)cc1)N1CCC(C)CC1 (centres undefined)
 : -15.9	7.8	-2.3	-0.8	0.0	-1.2	2.0	-1.7	0.7
COc1ccc(C(=O)NC2CCN(CC(=O)Nc3c(C)cccc3C)CC2)cc1OC
 : 6.1	-12.9	1.4	-3.7	0.0	-3.4	1.9	-1.6	-1.6
CC(=O)c1cnn(-c2c(Cl)cc(Cl)cc2Cl)c1C
 : -15.5	6.5	-5.0	0.1	-0.1	-1.6	1.3	7.2	-4.5
CCCCC(=O)Nc1ccc(C(=O)c2ccccc2)cc1
 : 0.3	5.7	-2.0	3.9	-0.1	-2.8	0.1	5.4	-0.1
Cc1ccc(N2C(=O)c3cccc4c(Oc5ccccc5[N+](=O)[O-])ccc(c34)C2=O)c(C)c1
 : -5.0	3.6	0.0	24.6	-0.1	5.0	5.6	2.5	-2.4
CC12CCC(=O)N1C(C(=O)NCCN1C(=O)S/C(=C\c3ccccc3Cl)C1=O)CS2 (centres undefined)
 : -3.9	nt	nt	nt	0.1	1.1	-2.0	42.3	nt
Cc1cc(-n2cc(Br)c(=O)[nH]c2=O)nc(-c2ccccc2)n1
 : -2.6	16.7	-1.3	4.4	0.1	-1.0	-1.9	6.0	0.5
CCC(CC)NC(=O)CN(c1ccccc1OC)S(=O)(=O)c1cccs1
 : -10.3	4.2	0.2	1.5	-0.1	-2.9	0.2	-3.2	0.4
COc1ccc2c(CC(=O)Nc3ccc(OC)nc3)coc2c1
 : 10.3	17.0	-3.7	-2.3	0.1	3.4	-0.2	-7.8	-2.4
CC1(C)OC(=O)C(=CNC(Cc2c[nH]c3ccccc23)C(=O)O)C(=O)O1 (centres undefined)
 : -13.7	-6.8	1.8	-2.6	0.0	-0.9	3.0	13.2	-4.4
O=C(OCC(=O)N1CCCC1)c1ccc(S(=O)(=O)Nc2ccccc2)cc1
 : -2.9	-12.7	1.3	-0.2	0.0	0.6	-2.7	3.3	-2.0
O=C(NC(Cc1ccccc1)c1ccc2c(c1)OCCCO2)c1ccc(F)cc1 (centres undefined)
 : 10.3	10.6	-0.9	5.3	0.0	1.3	2.2	-1.9	-0.2
CCCN1CCN(CC(=O)Nc2nnc(CC)s2)CC1
 : 0.2	0.1	0.6	4.2	0.0	1.3	2.5	3.7	-0.7
FC(F)(F)c1ccccc1NC(=S)Nc1ccccc1
 : 1.1	-15.4	-4.7	1.9	-0.2	0.4	0.1	4.0	-0.6
C=CCN1C(=O)c2ccccc2C1(O)Cc1ccccc1 (centres undefined)
 : -8.5	-0.2	-1.2	-10.0	0.1	0.9	0.7	-6.7	-2.5
COc1ccc(C2=NOC(C)(c3nnc(-c4ccc(F)cc4)o3)C2)cc1 (centres undefined)
 : -31.1	3.8	0.1	-11.5	0.1	-0.9	3.8	-4.8	-4.4
COc1ccc(-c2cc(C(F)F)n3ncc(C(=O)Nc4cccc(S(=O)(=O)N5CCOCC5)c4)c3n2)cc1
 : -16.4	-1.4	-6.6	23.9	-0.2	-0.2	3.1	-8.6	-5.3
COc1ccc(-c2csc3nc[nH]c(=O)c23)cc1OC
 : -20.4	-13.1	-2.0	-8.3	-0.1	-5.5	-3.5	18.4	8.2
COc1ccc(NC(=S)NNC(=O)Cn2nc(C(F)F)cc2C(F)F)cc1
 : 19.3	13.1	0.5	2.4	-1.5	-5.0	-2.5	3.1	-1.3
Cc1cccc(NC(=O)c2cc(-c3cccnc3)nc3c(C)cccc23)n1
 : 7.1	6.4	-3.1	0.4	0.1	-3.5	0.6	-2.3	-3.1
C=CCSc1nc(N)c(C#N)c(-c2ccc(C)cc2)c1C#N
 : -0.9	-3.0	-2.4	9.2	-0.1	8.9	7.2	4.4	0.4
O=C(CSc1nc2ccccc2c(=O)n1CCCN1CCOCC1)Nc1ccc2c(c1)OCO2
 : 10.9	2.4	8.3	7.7	-0.1	-3.1	-1.8	13.7	0.0
CCOC(=O)C1Nc2ccc(C)cc2C2C=CCC12 (centres undefined)
 : -0.9	3.4	-2.1	38.1	nt	5.1	2.3	6.1	1.0
COc1ccccc1N(C)S(=O)(=O)c1ccc(C(=O)OC(C)C(=O)NCc2ccc3c(c2)OCO3)cc1 (centres undefined)
 : -1.4	-10.4	0.5	0.1	0.4	-1.5	2.2	-6.0	1.4
O=C(CN(C(=O)CCC(=O)Nc1nccs1)c1cccc(C(F)(F)F)c1)NCC1CCCO1 (centres undefined)
 : -13.4	6.0	1.7	-5.2	-0.1	-0.3	3.1	-1.9	-0.8
O=C(CN1C(=O)c2cccc3cccc1c23)N1CCN(c2ccccc2)CC1
 : 3.0	-5.4	1.2	-0.9	0.0	0.7	-0.1	10.1	-0.1
COc1ccc(-c2ccc([C@H]3[C@@H]4C=CCC[C@@]4(C)C(=O)N3Cc3ccccc3)c(F)c2)cc1
 : 11.0	-1.5	1.7	6.2	0.0	5.1	5.6	6.2	1.9
CCOC(=O)c1oc2ccccc2c1COC(=O)CNC(=O)c1cccc(C)c1
 : -1.7	-5.1	0.5	3.2	-0.1	-0.5	2.2	-1.9	-0.1
CC(C)COc1ccc(C(=O)N/N=C/c2ccoc2)cc1
 : 1.9	8.5	-0.2	1.5	0.1	3.6	2.4	4.9	2.2
Cc1nc2sccn2c1P(c1c(C)nc2sccn12)c1c(C)nc2sccn12
 : -5.7	4.4	1.0	1.6	-0.2	-2.0	2.3	-6.0	-1.4
COc1cccc(/C=N/NC(=O)CC2C(=O)NN=C2C)c1OC (centres undefined)
 : -10.1	-0.3	1.9	-11.9	-0.1	-3.9	0.5	2.9	2.6

Full records from above. Values in the order: ZTA DNA inh	EBNA-1 inh	TPT1 inh	core dimer inh	Efflux pump mplx	PP1 counter	PP5 primary	PREPL inhibitor	Fh CTSL1 inh
CC1CCN(S(=O)(=O)c2cccc(-c3nnc(-c4cccnc4)o3)c2)CC1 is entered as 10.4	1.0	0.0	0.8	0.1	-1.1	0.7	-1.5	-4.3
COc1cccc(CN2CCN(c3nc4nonc4nc3NC3CC3)CC2)c1 is entered as 0.1	2.0	-8.4	-9.8	-0.5	0.5	2.0	-4.0	-1.3

The list is partial (hit frequency here may not be typical).
